Kir21 block: inhibitors of mouse Kir2.1 inward-rectifier potassium channel. Inward rectifier potassium channel 2 (Mus musculus), P35561. actives 0.85% (n = 310,000). HEK293-Kir2.1, FluxOR thallium flux fluorescence; stronger effect = lower value. B-score at 10 µM. AID 1672, 2009;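 active means fluorescence ratio B-score at or below minus 3 SD of library scores, with starting-brightness B-score within 2 SD, cut at about -4.2 in these data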;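 further: channel flux triggered by added potassium and thallium sulfate stimulus; B-score of peak minus minimum fluorescence over baseline after thallium stimulus; more negative B-score means stronger Kir2.1 block with less thallium influx; some compounds called inactive have numbers as strong as hits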
Target sequence (P35561 whole entry, looked up): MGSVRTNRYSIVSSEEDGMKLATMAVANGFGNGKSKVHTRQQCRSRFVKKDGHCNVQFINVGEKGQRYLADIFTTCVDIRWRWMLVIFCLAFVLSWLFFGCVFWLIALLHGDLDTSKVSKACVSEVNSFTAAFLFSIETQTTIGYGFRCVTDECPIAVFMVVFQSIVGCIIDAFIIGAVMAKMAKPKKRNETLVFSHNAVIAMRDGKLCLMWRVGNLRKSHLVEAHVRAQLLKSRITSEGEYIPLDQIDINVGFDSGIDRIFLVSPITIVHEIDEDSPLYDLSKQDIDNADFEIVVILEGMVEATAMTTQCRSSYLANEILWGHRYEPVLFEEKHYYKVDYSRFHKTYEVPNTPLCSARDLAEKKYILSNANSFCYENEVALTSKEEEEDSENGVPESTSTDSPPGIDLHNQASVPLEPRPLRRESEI
STK33 inh: inhibitors of purified STK33 kinase, primary screen, biochemical, ADP-Glo luminescence, homogeneous, cell-free | MBP phosphorylation | inhibition, % at 10 µM | actives 0.073% (n = 320,000) | AID 2661, 2010;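 active means inhibition at or above 25%, using the most active replicate where run in duplicate; inactive means inhibition below 25%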
Target sequence (Q9BYT3 whole entry, looked up): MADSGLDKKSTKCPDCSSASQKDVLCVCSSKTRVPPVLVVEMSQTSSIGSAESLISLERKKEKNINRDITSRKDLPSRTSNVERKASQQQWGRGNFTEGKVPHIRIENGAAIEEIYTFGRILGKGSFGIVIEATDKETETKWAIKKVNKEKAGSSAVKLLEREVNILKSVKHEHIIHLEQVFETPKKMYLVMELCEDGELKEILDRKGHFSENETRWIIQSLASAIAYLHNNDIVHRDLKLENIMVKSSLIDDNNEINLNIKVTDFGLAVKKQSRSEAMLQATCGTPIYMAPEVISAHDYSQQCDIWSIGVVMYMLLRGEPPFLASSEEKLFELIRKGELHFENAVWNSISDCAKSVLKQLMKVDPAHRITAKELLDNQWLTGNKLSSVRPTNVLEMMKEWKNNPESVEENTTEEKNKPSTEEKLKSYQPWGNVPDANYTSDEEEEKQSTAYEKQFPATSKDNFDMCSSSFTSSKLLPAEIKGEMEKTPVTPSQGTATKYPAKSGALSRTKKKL
KCNQ2 inh: KCNQ2 potassium channel inhibitors, primary screen, cell-based, CHO-K1, FluxOR thallium flux, B-score (AID 2156). B-score at 10 µM. actives 1.1% (n = 310,000). 20 min; stronger effect = lower value;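 active means fluorescence ratio B-score at most minus 3 library SDs, with starting brightness B-score within 2 library SDs, cut at about -5.5 in these data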
Starred values were filed as active, the others as inactive; i = inactive; · = no result given. Hits appear at their usual frequency; overall some 1.9% were active at least once.

SMILES	Kir21 block	STK33 inh	KCNQ2 inh
COc1ccc(CNC(=O)C(=O)NCC2CCCN2S(=O)(=O)c2ccccc2)cc1 (configuration not stated)	1.49	-1.7	i
CCc1ccc(N=C2NC(=O)/C(=C/c3ccc(OCC(=O)O)c(OC)c3)S2)cc1	-1.95	·	i
COc1ccc(C(=O)Nn2cnc3ccccc3c2=O)cc1[N+](=O)[O-]	0.31	0.2	i
C=COCCn1c(-c2nonc2N)nc2ccccc21	0.79	1.1	i
O=C(COc1ncnc2sccc12)N1CCN(c2ccccc2)CC1	0.55	0.3	i
CCCCOc1ccc(/C=C/C(=O)NCCc2nc3ccccc3[nH]2)cc1	-0.05	-2.7	i
CN(CCC(=O)Nc1ccc2c(c1)OCO2)Cc1ccccc1	0.78	-1.0	i
CN(CC(=O)Nc1ccc(Cl)cc1)C(=O)Cc1c(F)cccc1Cl	-0.7	-1.5	i
CCOc1ccccc1NC(=O)NC1CCN(CC(=O)Nc2ccc3c(c2)OCCO3)CC1	-0.01	0.6	i
Cc1cc(F)ccc1NS(=O)(=O)c1cccc2nsnc12	0.01	-0.2	i
CCCCCCOc1ccc(N2C(=O)CC(N3CCN(CCN=CC4C(=O)CC(C)(C)CC4=O)CC3)C2=O)cc1 (configuration not stated)	-0.15	-1.5	i
CC(c1nccs1)N(C)C(=O)CCc1nnc(CCc2ccccc2)o1 (configuration not stated)	1.06	-3.4	i
Cc1nnc(SCCN2CCOCC2)c2nn(-c3ccccc3F)c(C)c12	-1.66	·	i
CN1/C(=C\C(=O)c2cccnc2)Sc2ccccc21	-0.65	1.6	i
CC(=O)NC(NC(=S)N1CCCCCC1)C(Cl)(Cl)Cl (configuration not stated)	-0.84	-1.5	i

7 entries picked at random from those above:
SMILES	Kir21 block	STK33 inh	KCNQ2 inh
CN(CCC(=O)Nc1ccc2c(c1)OCO2)Cc1ccccc1	0.78	-1.0	i
CC(c1nccs1)N(C)C(=O)CCc1nnc(CCc2ccccc2)o1 (configuration not stated)	1.06	-3.4	i
COc1ccc(C(=O)Nn2cnc3ccccc3c2=O)cc1[N+](=O)[O-]	0.31	0.2	i
CCCCCCOc1ccc(N2C(=O)CC(N3CCN(CCN=CC4C(=O)CC(C)(C)CC4=O)CC3)C2=O)cc1 (configuration not stated)	-0.15	-1.5	i
C=COCCn1c(-c2nonc2N)nc2ccccc21	0.79	1.1	i
CCOc1ccccc1NC(=O)NC1CCN(CC(=O)Nc2ccc3c(c2)OCCO3)CC1	-0.01	0.6	i
O=C(COc1ncnc2sccc12)N1CCN(c2ccccc2)CC1	0.55	0.3	i

Following part:
SMILES	Kir21 block	STK33 inh	KCNQ2 inh
C[C@H](NC(=O)c1ccccc1Cl)C(=O)Nc1ccccc1F	0	-0.3	i
Cc1ccc(N=Cc2ccc(O)cc2O)cc1F	-1.29	-1.3	i
COCCCNC(=O)CSC1=Nc2ccccc2C2=NC(Cc3c[nH]c4ccccc34)C(=O)N12 (configuration not stated)	2.02	-0.3	i
CCOc1cc(-c2nnn(CC(=O)N3CCCCC3)n2)ccc1OC	0.69	0.3	i
O=C(COc1ccc(Cl)cc1)NCCCNC(=O)c1cnccn1	1.58	0.2	i
Cc1ccc(C)c(CN2C(=O)C3CCCN3c3ccc(S(=O)(=O)N4CCOCC4)cc32)c1 (configuration not stated)	-1.49	-0.2	i
CNC(=O)NC(=S)NC(=O)c1ccccc1Cl	0.03	-2.6	i
CCOc1ccc(C(=O)Nc2ccccc2CC)cc1[N+](=O)[O-]	-0.78	-0.2	i
CCN1/C(=C2\C(=O)N(C)C(=S)N2c2ccccc2)C=Cc2ccccc21	1.61	2.0	i
NC(=O)C1CC(=O)N(c2ccc(OCC(=O)NCc3ccccc3)cc2)C1 (configuration not stated)	0.03	1.0	i
Cc1ccc(S(=O)(=O)N(CC(=O)N/N=C/c2ccco2)Cc2ccccc2)cc1	1.27	-0.4	i
C[C@]1(CO)CCC[C@@]2(C)C1CC[C@@H](CO)[C@@H]2CCc1ccoc1 (some centres not stated)	1.76	-1.3	i
O=C(c1cccnc1)N1CCC(Oc2ccc(C(=O)N3CCCCO3)cc2)CC1	-1.03	3.6	i
c1ccc2[nH]c(NC3=NCCC3)nc2c1	1.93	0.3	i
CCOC(=O)NC(=O)CSc1ccc(C)cc1C	-0.01	-0.6	i
O=C(NCCC1CCCCN1S(=O)(=O)c1ccc(F)cc1)C(=O)NCCN1CCOCC1 (configuration not stated)	-0.78	-2.3	i
CC(C)Oc1ccccc1NC(=O)CSc1nc2ccccc2c(=O)n1C	-8.86*	1.5	i
CCSCc1nnc(SCC(=O)Nc2nc3ccccc3s2)n1C	-1.21	0.2	i
CC(C)Cc1cc(CN2CCC(CO)(Cc3ccccc3)CC2)[nH]n1	-0.15	-1.0	i
CC1NC(=O)NC1CCCCCC(=O)Nc1ccc(F)c(Cl)c1 (configuration not stated)	0	-0.9	i
CCN(CC)CCCN1C(=O)C(O)=C(C(=O)c2sc(C)nc2C)C1c1ccco1 (configuration not stated)	1.12	-0.3	i
Clc1ccc(/C=N/Nc2nn[nH]n2)cc1	-2.19	1.2	i
COC(=O)c1sccc1NC(=O)Nc1ccc(OC)c(OC)c1	0.71	0.9	i
COC(=O)C1(C)Nc2ccccc2C(=O)N1c1ccccc1C (configuration not stated)	-0.91	-0.9	i
Cc1ccc(NC(=O)c2ccc(Br)o2)cc1S(=O)(=O)N(C)C	1.04	-1.7	i
Cc1ccc(/C=C2/Sc3ccc(C(=O)N4CCN(c5ccccn5)CC4)cc3NC2=O)cc1	1.26	-1.5	i
CC(=O)c1c(C)n([O-])c2ccccc2[n+]1=O	-0.98	-2.1	i
O=C(O)c1ccc(/C=N/N2CCN(Cc3cccc4ccccc34)CC2)cc1	1.03	0.1	i
Cc1ccc(N(CC(O)COCc2ccco2)S(=O)(=O)c2ccc(C)cc2)cc1 (configuration not stated)	-1.09	1.0	i
CN(C)C(CNC(=O)c1ccc(-c2ccccc2)cc1)c1ccccc1 (configuration not stated)	-3.14	-1.8	-6.63*
CC(=O)c1ccc(-n2cc(-c3ccc(C(C)(C)C)cc3)[n+]3c2SCCC3)cc1	-1.96	-0.8	i
O=C(CCS(=O)(=O)c1ccc(Cl)cc1)Nc1nnc(-c2cccs2)o1	-0.33	-1.3	i
O=[N+]([O-])c1ccc2c(c1)C(O)n1nc(-c3ccc(Cl)cc3Cl)nc1S2 (configuration not stated)	0.01	0.0	i
COc1ccc(Cn2c(CO)cnc2SCC(=O)Nc2cc(C)on2)cc1	-0.96	-1.5	i
CCCn1nc([N+](=O)[O-])c(C(C#N)c2nc3ccccc3o2)c(Cl)c1=O (configuration not stated)	-0.72	0.6	i
CCOc1ccc(NC(=O)CN(C)c2ccc(S(=O)(=O)N3CCOCC3)cn2)cc1OCC	-2.18	2.0	i
Cc1ccc(S(=O)(=O)Nc2cccc(-n3cnnn3)c2)cc1C	-3.08	-0.5	i
CCN1CCCC1CNc1ncnc2c1[nH]c1ccc(F)cc12 (configuration not stated)	-0.27	2.6	i
Cc1cc(=S)cc(C)n1CCO	0.59	-0.7	i
COc1cc(CNc2ccc3[nH]c(=O)[nH]c3c2)cc(Br)c1OCc1ccc(F)cc1	1.64	-1.0	i
CCNc1c(NS(=O)(=O)c2ccc(Br)s2)c(=O)oc2ccccc12	-0.8	0.0	i
CCCC[C@@H]1CNC(=O)C(=O)N1CCCc1cc(OC)c(OC)c(OC)c1	-0.02	4.8	i
O=C(COC(=O)Cn1cnc2ccccc21)NCCC1=CCCCC1	0.5	0.5	i
CC(C)CNC(=O)COc1ccc2c3c(c(=O)oc2c1)CCC3	-1.19	-0.1	i
Cc1ccc(S(=O)(=O)N2CCCC2CNC(=O)C(=O)NCCN2CCOCC2)cc1 (configuration not stated)	0.02	-1.6	i
COc1ccc(C(=O)O)c(O)c1	-0.45	0.6	i
CC(C)[C@H](NC(=O)[C@H](Cc1ccccc1)n1c(=O)[nH]c2ccccc2c1=O)C(=O)N1CCC[C@H]1C(=O)O	-1.19	-1.6	i
Cc1ccc(C(=O)Nc2ccc(N3CCOCC3)cc2N2CCOCC2)cc1	-0.18	-2.5	i
CC(C)c1ccc(NC(=S)NC2CCCCCC2)cc1	-0.33	1.2	i
Cc1ccccc1C(=O)c1cccn1CC(=O)NCc1ccc(Cl)cc1	0.97	-1.1	i
CCc1cc(=O)oc2cc(C)cc(OC(C)C(=O)NCc3ccccn3)c12 (configuration not stated)	-0.82	0.7	i
COc1cccc(-c2nn(-c3ccccc3)cc2CO)c1	0.54	0.4	i
COc1ccc(C(C(=O)NCc2ccccc2)N(C(=O)c2snc(C(N)=O)c2N)c2ccccc2OC)cc1OC (configuration not stated)	-0.06	-3.3	i
COc1ccc(NC(=O)C2CCCN(c3c4c(nc5ncnn35)CCC4)C2)cc1 (configuration not stated)	-2.22	-0.2	i
COc1ccc(/C=C2/SC(=O)N(CC(O)Cn3c4ccccc4c4ccccc43)C2=O)cc1 (configuration not stated)	-1.77	-0.6	i
CC1CCCCN1S(=O)(=O)c1ccc(NC(=O)c2cccc(-n3cnnn3)c2)cc1 (configuration not stated)	0.02	1.0	i
CCC1C(=O)N=C(SCC(=O)NC2CCCCC2)NC1=O (configuration not stated)	1.43	-0.8	i
CC(=O)NCCC(=O)Nc1cc(S(=O)(=O)N2CCCCC2)ccc1Oc1ccccc1	0.4	-2.0	i
CCC1CCc2c(sc(NC(=O)c3cccnc3)c2C(N)=O)C1 (configuration not stated)	0.08	0.4	i
Cc1c(Br)c(C(F)(F)F)nn1CC(=O)NCc1ccccc1	0.86	-0.9	i
Next results:
SMILES	Kir21 block	STK33 inh	KCNQ2 inh
CCOc1ccccc1NC(=O)C(CC(C)C)NC(=O)C1CCCCC1 (configuration not stated)	-0.67	-0.8	i
O=C(c1ccc(Br)s1)N1CCCC1	0.58	-2.3	i
Cc1cc(=O)n2nc(N3CCCC(C(=O)NCc4ccccc4Br)C3)sc2n1 (configuration not stated)	-0.39	-2.8	i
O=C(C[n+]1ccccc1)N/N=C/c1ccc(O)cc1	0.01	-0.1	i
COc1ccccc1C(c1nnnn1C(C)C)N1CCN(C(=O)c2ccco2)CC1 (configuration not stated)	0.79	-1.7	i
CCC1(C(=O)c2ccc(Cl)cc2)C2c3ccccc3OC(=O)C21C(=O)Nc1ccccc1 (configuration not stated)	0.01	2.5	i
Cc1cc2c(N3CCCCC3C)ncnc2s1 (configuration not stated)	0	-2.0	i
O=C(NCc1ccco1)c1ccc([N+](=O)[O-])cc1Cl	0.05	0.3	i
O=C(NCc1ccccc1)C(Cc1ccccc1)N1C(=O)C2C3CCC(C3)C2C1=O (configuration not stated)	1.8	-0.4	i
CCCn1c(=O)c2c(nc3n2CCCN3Cc2ccccc2)n(C)c1=O	0.11	-1.8	i
O=C(C1CCC(=O)N(C2CC2)C1)N1CCC(Oc2cccc(F)c2)CC1 (configuration not stated)	0.63	-1.6	i
COc1ccc(-c2nnc(SCC(=O)Nc3ccc(C)cc3)n2C)cc1	1.08	-0.7	i
COC(=O)CCCNC(=O)c1ccc(OS(=O)(=O)c2cc([N+](=O)[O-])ccc2C)cc1	-0.08	-0.7	i
CC(=O)N1CCN2C(=O)C1CCCC(=O)c1cc(C3CCCCC3)ccc12 (configuration not stated)	2.03	-0.7	i
COCCNc1c(-c2ccc(OC)c(OC)c2)nc2ccc(Cl)cn12	0.69	0.0	i

Some of the entries above, set out differently:
molecule: O=C(NCc1ccccc1)C(Cc1ccccc1)N1C(=O)C2C3CCC(C3)C2C1=O (configuration not stated)
- Kir21 block = 1.8
- STK33 inh = -0.4
- KCNQ2 inh = i
molecule: CCCn1c(=O)c2c(nc3n2CCCN3Cc2ccccc2)n(C)c1=O
- Kir21 block = 0.11
- STK33 inh = -1.8
- KCNQ2 inh = i
molecule: O=C(C1CCC(=O)N(C2CC2)C1)N1CCC(Oc2cccc(F)c2)CC1 (configuration not stated)
- Kir21 block = 0.63
- STK33 inh = -1.6
- KCNQ2 inh = i
molecule: COc1ccc(-c2nnc(SCC(=O)Nc3ccc(C)cc3)n2C)cc1
- Kir21 block = 1.08
- STK33 inh = -0.7
- KCNQ2 inh = i

Going on with the list:
SMILES	Kir21 block	STK33 inh	KCNQ2 inh
COc1ccc(C(=O)C2CCCN(Cc3cc(Cl)ccc3O)C2)c(OC)c1 (configuration not stated)	1.5	-1.5	i
Cc1nonc1NC(=O)CSc1nc(C2CCCCC2)nc2ccccc12	0.73	0.2	i
COc1cc(Cl)ccc1OCc1cc(C(=O)N(C)Cc2nnc(C)o2)no1	-0.08	-0.8	i
Cc1ccc(NS(=O)(=O)c2ccc(-c3ccc(=O)[nH]n3)o2)cc1Cl	2.16	-2.2	i
Cc1ccc(CNC(=O)c2csc3c2CCCCC3)cc1	0.06	0.6	i
Cc1ccc(OCc2ccc(C(=O)NN)o2)cc1C	-1.21	-0.8	i
O=[N+]([O-])c1cccnc1N1CCC(c2cc(-c3cccc(C(F)(F)F)c3)n[nH]2)CC1	-0.74	-1.8	i
CN1CCN(CCc2nc3cc(NC(=O)COc4ccccc4)ccc3n2C)CC1	0.49	-0.8	i
O=C(NCCCCNC(=O)c1ccc(Cl)s1)c1ccc(Cl)s1	1.28	-0.9	i
COc1ccccc1NS(=O)(=O)c1cc(NC(=O)c2ccc3c(c2)OCCO3)ccc1C	1.98	-0.1	i
